LYP inhibition = LYP phosphatase inhibitors, primary screen, biochemical, DiFMUP fluorescence, recombinant catalytic domain, 10 µM (AID 606) | Tyrosine-protein phosphatase non-receptor type 22 (Homo sapiens) | recombinant LYP catalytic domain, DiFMUP fluorescence; higher % means a stronger effect | one-dose inhibition, % at 10 µM; IC50 in µM for titrated hits | 52,000 tested, under 10 active;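 active = IC50 under 40 µM in the dose-response test; inactive = IC50 of 40 µM or more, or never dose-tested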
DPM-DC inhibit = S. pneumoniae DPM-DC inhibitors, primary screen, biochemical, PK/LDH-coupled NADH fluorescence; diphosphomevalonate decarboxylase (Streptococcus pneumoniae D39); purified DPM-DC; calls only at 10 µM; hit rate 0.49% among 65,000;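 active = the 320 compounds with the highest percent inhibition in the single-dose primary screen, excluding strongly autofluorescent ones, cut at about 32% in these data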;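 note: kinetic rate of NADH fluorescence loss reporting ADP formed by the decarboxylase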
HPDE-C7K KRASV12 = cytotoxicity in KRAS-transformed pancreatic duct cells, primary screen, cell-based, fluorescence, HTS (AID 431) | cytotoxicity, % at 10 µM; hits with a dose series show EC50 in µM | hit rate 1.7% among 63,000 | HPDE-C7K KRASV12 cells, Alamar Blue viability, 48 h; higher % means a stronger effect;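 active = compounds whose percent cytotoxicity in the single-dose primary screen, scaled between solvent and toxic-drug controls, exceeds 50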;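 note: 0% = DMSO solvent wells and 100% = doxorubicin-treated wells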
Spn PMK inh = S. pneumoniae PMK inhibitors, primary screen, biochemical, mevalonate pathway, pilot trial included. phosphomevalonate kinase (Streptococcus pneumoniae D39). purified PMK, PK/LDH-coupled NADH absorbance 340 nm. inhibition, % at 10 µM. hit rate 0.49% among 65,000. AID 539, 2006;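 active = top-ranked compounds by inhibition in the single 10 µM screen, taking a fixed number of the strongest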;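 note: 0% = full reaction with DMSO carrier and 100% = background rate without enzyme reaction; no value below 0 was filed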
TNAP inhibition = human TNAP enzyme inhibitors, biochemical, luminescent (AID 518); purified TNAP enzyme, luminescent substrate readout; higher % means a stronger effect; inhibition, % at 20 µM, or IC50 in µM where a hit was titrated; hit rate 0.09% among 64,000; in the data active = a potency from the dose series; inactive = the rest, 99 in 100 with inhibition below about 22%;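 note: plate controls were vehicle for no effect and reference inhibitor for full effect; many of its hits are not listed in these tables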
HPDE-C7 cytotoxicity = cytotoxicity in HPDE-C7 cells, cell-based, fluorescence, HTS (AID 430); HPDE-C7 pancreatic duct cells viability, fluorescence; higher % means a stronger effect; cytotoxicity, % at 10 µM, or EC50 in µM where a hit was titrated; hit rate 1.8% among 63,000;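 note: cells exposed to compound for 48 hours before viability readout; 0% = vehicle and 100% = reference cytotoxic drug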
HT1080 viability = cytotoxicity in HT1080 fibrosarcoma cells, cell-based, fluorescence readout (AID 620); HT1080 viability, fluorescence; higher % means a stronger effect; cytotoxicity, % at 10 µM; hits with a dose series show EC50 in µM; hit rate 0.42% among 87,000;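 note: cells exposed to compound overnight then 4 h with Alamar Blue; 0% = vehicle DMSO and 100% = killing control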
Spn MK inh = S. pneumoniae MK inhibitors, primary screen, biochemical, PK/LDH-coupled NADH absorbance. mevalonate kinase [Streptococcus pneumoniae D39]. purified MK, PK/LDH-coupled NADH absorbance 340 nm. inhibition, % at 10 µM. hit rate 0.48% among 65,000. AID 555, 2006;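 active = ranked among the strongest by inhibition in the single 10 µM screen, a fixed top-ranked set picked for dose follow-up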; note: no value below 0 was filed
Bfl-1 displacement = Bfl-1 inhibitors, primary screen, biochemical, fluorescence polarization, FITC-Bid, mouse (AID 432) | Bcl-2-related protein A1 (Mus musculus) | FITC-Bid BH3 peptide fluorescence polarization displacement; higher % means a stronger effect | one-dose displacement, % at 20 µM; IC50 in µM for titrated hits | hit rate 0.02% among 64,000; in the data active = a potency from the dose series; inactive = the rest, 99 in 100 with displacement below about 15%; note: strong numbers were not always called active
Spn PMK inh pilot replicates = also measured in Spn PMK inh; calls as there; inhibition, %; measured here: pilot screen replicates
Spn MK inh pilot replicates = further read-out of Spn MK inh, marked with its call; inhibition, %; measured here: pilot screen replicates
DPM-DC inhibit pilot screen % = further read-out of DPM-DC inhibit, marked with its call; inhibition, %; measured here: pilot screen trials
* = called active by the depositor; i = inactive; . = no result given. Cut-off read from the data, not from the text of the source, unless noted: active = cytotoxicity above about 50%; inactive = the rest. This is a random part of the collection; any-hit rate near 3.5%.

SMILES	LYP inhibition	DPM-DC inhibit	HPDE-C7K KRASV12	Spn PMK inh	TNAP inhibition	HPDE-C7 cytotoxicity	HT1080 viability	Spn MK inh	Bfl-1 displacement	others
Cc1ccnc(SCCn2c(N(C)Cc3ccccc3)nc3c2c(=O)n(C)c(=O)n3C)n1	-9%	i	-9%	4	12%	-4%	4%	2	3%
Cc1cccc(N2CCN(C(=O)c3ccc(N4CCCC4=O)cc3)CC2C)c1 (stereo not drawn)	0%	i	0%	11	8%	-2%	-10%	0	-3%
COc1ccccc1C1C=C(c2ccc(C)cc2)Nc2nnnn21 (stereo not drawn)	5%	i	-9%	3	-2%	0%	3%	12	6%
CCN1CCN(c2ncnc3sc(C(=O)Nc4ccccc4F)c(C)c23)CC1	8%	i	5%	4	6%	-2%	5%	9	3%
O=C(N1CCOCC1)N1CCN(Cc2ccccc2)CC1	4%	i	11%	8	8%	4%	4%	9	-1%
CCCc1ccc(OCc2ccc(C(=O)OC)o2)c(OC)c1	8%	i	1%	9	11%	-2%	-5%	15	-11%
Cc1nc(N2CCN(Cc3nc4ccccc4[nH]3)CC2)c2oc3ccccc3c2n1	5%	i	0%	2	1%	-7%	11%	8	0%
CCOC(=O)C(C)n1nc(C)c2sc3ccccc3c2c1=O (stereo not drawn)	5%	i	-10%	11	2%	-15%	2%	3	-1%
O=C(Nc1ccc(N2CCN(C(=O)c3ccco3)CC2)cc1)c1cccc(F)c1	.	i	-3%	5	10%	7%	8%	7	-5%
COc1ccccc1Nc1ncnc2c1oc1ccccc12	10%	i	0%	3	5%	-3%	-10%	0	-14%
CCN(C(=O)c1ccnc(C(C)(C)C)c1)c1ccccc1	-5%	i	-9%	7	19%	-25%	2%	8	-5%	Spn PMK inh pilot replicates=3.5;Spn MK inh pilot replicates=4.0;DPM-DC inhibit pilot screen %=0.0
CC1=C(C(=O)Nc2ccccc2)C(c2ccc3c(c2)OCO3)C2=C(CCCC2=O)N1 (stereo not drawn)	5%	i	4%	5	4%	5%	1%	4	0%
O=C(NC1CCCCCC1)c1nc2ncccn2n1	.	i	8%	2	7%	10%	-4%	14	-4%
CCOC(=O)CN(C(=O)CSc1nnc(CNc2ccc(C)cc2C)o1)c1ccccc1	14%	i	-7%	3	4%	-9%	9%	6	9%
COC(=O)C(C(=O)Nc1ccccc1C)C1CCCC1 (stereo not drawn)	-13%	i	6%	0	3%	4%	1%	1	-3%
O=C(CSc1nnc2scc(-c3ccc(Cl)cc3)n12)NCc1ccco1	6%	i	-5%	7	8%	9%	0%	5	2%
O=C(Nc1ccccc1)C1CC2CCCC(C1)C2=O (stereo not drawn)	0%	i	-13%	12	1%	5%	-5%	11	0%
COC(=O)c1ccccc1NC(=O)COC(=O)c1ccco1	.	i	-7%	8	5%	-1%	0%	8	9%
Clc1ccccc1-c1nnc2sc(-c3ccc(Br)o3)nn12	.	i	-42%	12	18%	-21%	7%	11	4%
Cc1cccc(-c2nc(CS(=O)CC(=O)NC3CCCC3)c(C)o2)c1 (stereo not drawn)	-2%	i	13%	5	7%	10%	-6%	2	-5%
O=C(CN(Cc1ccccc1F)C(=O)Cn1nnc(-c2cccs2)n1)NCC1CCCO1 (stereo not drawn)	8%	i	-2%	10	6%	-16%	8%	2	3%
CC(C)C(c1nnnn1C1CCCCC1)N1CCN(c2ncccn2)CC1 (stereo not drawn)	-4%	i	-9%	20	8%	0%	27%	9	-2%
Cc1ccc(-c2nnn(CC(=O)Nc3ccccc3-c3ccccc3)n2)c(-n2cnnn2)c1	8%	i	-4%	5	9%	-1%	19%	4	-10%
O=c1cc(-c2ccccc2)nc(N2CCCCC2)[nH]1	.	i	-21%	8	8%	-25%	-2%	7	-1%
CC(=O)c1c(C)nn(CC(O)Cn2c3c(c4cc(C)ccc42)CCCC3=O)c1C (stereo not drawn)	7%	.	13%	4	11%	-3%	-11%	11	0%
O=C(CCn1c(=O)[nH]c2ccccc2c1=O)Nc1ccccc1	8%	i	-3%	9	5%	-8%	0%	3	-6%
c1ccc2c(c1)Cn1nc(Cc3nc4c(s3)CCCC4)nc1-2	-2%	i	21%	20	15%	9%	-1%	0	-9%
CC(C)OP(=O)(c1ccc(N(C)C)cc1)C(O)c1c(Cl)cccc1Cl (stereo not drawn)	.	i	-1%	11	3%	-11%	-20%	3	-4%
COc1cccc(C2=CC(c3ccccc3)n3nnnc3N2)c1 (stereo not drawn)	18%	i	43%	1	19%	54%*	1%	0	-5%
Cn1c(=O)c2c(nc(SCCCC#N)n2Cc2ccccc2F)n(C)c1=O	-14%	i	-15%	8	15%	-20%	3%	3	2%	Spn PMK inh pilot replicates=3.5;Spn MK inh pilot replicates=1.5;DPM-DC inhibit pilot screen %=0.0
COC(=O)C(C)C1Sc2ccccc2NC1=O (stereo not drawn)	18%	i	2%	17	18%	-14%	31%	6	-10%	Spn PMK inh pilot replicates=3.0;Spn MK inh pilot replicates=0.0;DPM-DC inhibit pilot screen %=3.0
COc1cc2c(cc1OC)CN(C(=O)Cc1ccc(OC)c(S(=O)(=O)N3CCOCC3)c1)CC2	1%	i	-12%	12	5%	1%	1%	4	3%
COC(=O)c1ccc(NC(=O)c2cnc3scc(C)n3c2=O)cc1	-4%	i	0%	7	9%	-14%	3%	1	-3%
CCc1nc(N2CCN(C(=O)c3ccccc3)CC2)c(C#N)c2c1COC(C)(C)C2	4%	.	6%	1	19%	-1%	10%	3	-5%
CS(=O)(=O)N(Cc1nc2sc3c(c2c(=O)[nH]1)CCCC3)C1CCCCC1	8%	i	-5%	6	20%	-13%	12%	9	-8%	Spn PMK inh pilot replicates=1.5;Spn MK inh pilot replicates=0.0;DPM-DC inhibit pilot screen %=5.5
CC(C)NC(=O)COC(=O)c1ccc(O)cc1	0%	i	-2%	10	8%	9%	2%	5	0%
CCOC(=O)c1cnc(-n2nc(C)cc2C)nc1NC	.	i	-4%	11	3%	-9%	-16%	4	-6%
Cn1nnc2cc(NC(=O)NCc3ccc4c(c3)OCO4)ccc21	14%	i	-2%	13	7%	4%	5%	0	4%
O=C(NCCN1Cc2ccccc2C1=O)c1cccs1	.	i	5%	12	7%	6%	2%	9	-1%
O=C(c1ccco1)N1CCN(S(=O)(=O)c2ccc3c(c2)OCCO3)CC1	13%	i	6%	8	10%	-4%	-2%	11	4%
CSc1nc2c(c(=O)[nH]c(=O)n2C)n1C/C=C(\C)Cl	17%	i	0%	13	12%	-9%	-8%	11	-2%
C=CCN1CC2CC3(COc4cc(C)cc(C)c4)C=CC2(O3)C1=O (stereo not drawn)	2%	i	-3%	6	6%	-9%	15%	9	-3%
CCOC(=O)c1nc(N)sc1C(=O)OCC	11%	i	-3%	0	4%	-11%	.	9	-8%
O=S1(=O)C=C(Oc2ccc(F)cc2)c2ccccc21	3%	i	-4%	6	10%	1%	-2%	8	-8%	Spn PMK inh pilot replicates=3.5;Spn MK inh pilot replicates=0.0;DPM-DC inhibit pilot screen %=2.5
COc1cc(C(=O)COC(=O)Cc2cnc3sccn23)cc(OC)c1OC	1%	i	7%	12	9%	4%	5%	0	5%
COc1ccc2[nH]c(=O)c(CN(C(=O)c3ccncc3)C(C)(C)C)cc2c1	2%	i	13%	13	8%	-4%	36%	3	-1%
O=C(NC1CCCCC1)C1CCN(c2nccs2)CC1	0%	i	8%	2	8%	7%	1%	2	0%
O=C(c1ccccc1)c1nnc(-c2ccncc2)o1	12%	i	-8%	12	3%	-1%	-1%	0	-1%
CN(Cc1cccs1)C(=O)COc1cccc(-n2cnnn2)c1	18%	i	-6%	0	-1%	12%	5%	5	-2%
CN1CCN(C(=O)c2cccc(COc3cc(Cl)ccc3Cl)c2)CC1	-5%	i	.	4	.	.	8%	2	.
O=c1ccc(S(=O)(=O)N2CCC(Cc3ccccc3)CC2)c[nH]1	.	i	-8%	16	12%	7%	-8%	0	0%	Spn PMK inh pilot replicates=6.5;Spn MK inh pilot replicates=2.0;DPM-DC inhibit pilot screen %=0.0
Cc1ccc(C2Nc3ccccc3C(=O)N2Cc2ccco2)cc1 (stereo not drawn)	-5%	.	30%	6	13%	33%	-13%	8	-1%
C=CCc1cccc2cc(C(=O)N(C)C)c(=O)oc12	0%	i	2%	8	7%	1%	1%	5	-14%
Cc1cc(NC(=O)CCc2ccc(C)o2)no1	17%	i	-4%	7	12%	-12%	2%	12	-2%
Cc1nnc(SCCn2c(N(C)Cc3ccccc3)nc3c2c(=O)[nH]c(=O)n3C)s1	10%	i	-2%	11	9%	-16%	-3%	0	-1%
CN(C)c1ccc(O)c2c1CC1CC3[C@@H](N(C)C)C(=O)C(C(N)=O)=C(O)[C@]3(O)C(=O)C1=C2O (stereo partly drawn)	15%	i	38%	6	12%	42%	-3%	9	1%	Spn PMK inh pilot replicates=0.5;Spn MK inh pilot replicates=0.0;DPM-DC inhibit pilot screen %=2.5
COc1ccc2ccc(Oc3ncccn3)cc2c1	-7%	i	1%	0	2%	-6%	0%	0	-3%
O=C(NCc1ccc(F)cc1)c1c(O)c2cccc3c2n(c1=O)CCC3	-1%	i	0%	2	4%	-1%	-9%	5	-2%
CCOC(=O)c1sc(NC(=O)CCN2CCOCC2)c(C(=O)OCC)c1C	9%	i	-17%	8	4%	-4%	-1%	2	-5%
CS(=O)(=O)Nn1cnc2ccccc2c1=O	8%	i	-4%	5	7%	1%	4%	8	-6%
O=C(O)C1CCCCC1C(=O)Nc1ccccc1F (stereo not drawn)	1%	i	-16%	12	10%	-25%	-2%	8	-2%
